AT treatment: potential ataxia-telangiectasia treatment; Potency, µM (titrated, usually from 57.5 µM), without a hit: at the top dose activation, usual class: activators; 320,000 tested, 0.19% active; AID 485349; […] A-T fibroblasts, KAP-1 phosphorylation AlphaLISA; neocarzinostatin DNA damage 30 min before lysis; also: potency is read from the fitted curve at half-maximal effect; % of control where 0% means no effect; nearly all actives have a fitted effect of over 45% in size
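ATM-like activity read as KAP-1 phosphorylation via AlphaLISA donor/acceptor antibody pairs after lysis and 6 hr at 25C. Cells were ATM-null patient fibroblasts ([…], hTERT), dosed 60 min, then exposed to the DSB inducer NCS for 30 min.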
TSHR antag: antagonists of human thyroid stimulating hormone receptor. AID 504810. TSHR-expressing cells, TSH-stimulated cAMP HTRF, 2 h; active compounds read low. P16473. 330,000 tested, 0.2% active. activity change, negative = inhibition, % at 11.5 µM;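 active = activity change below a set negative limit, meaning inhibition stronger than a set level, cut at about -70% in these data; inconclusive = activity change between two set negative limits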; also: % is scaled to controls: 0 for no effect and ±100 for the full control effect
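Competitive HTRF cAMP read-out (cryptate anti-cAMP antibody, cAMP-d2; 30 min, room temperature) in freshly harvested TSHR cells. Compounds added before TSH at EC80 (4nM final), followed by 2 hours' incubation at 37 deg C.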
Tb PFK inh: blocks T. brucei phosphofructokinase; O15648; 330,000 tested, 0.17% active; T. brucei PFK, ADP-Glo luminescence; Potency, µM (doses to about 57.5 µM), without a hit: at the highest dose activity, negative = inhibition, usual class: inhibitors;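 also: potency is read from the fitted curve at half-maximal effect; 0% = uninhibited 1x PFK enzyme wells and -100% = no-enzyme wells; nearly all actives have a fitted effect of over 60% in size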
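In TEA buffer at pH 8.0 with 5 mM MgCl2, enzyme (1.25 nM) converted F6P (0.5 mM) and ATP (0.1 mM) for 45 min at room temperature. ADP product was read by luciferase luminescence.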
KCNH2 WT inh: KCNH2 (human, wildtype) channel inhibition; activity change, % at 1.84 µM; 340,000 tested, 0.37% active; U2OS, BacMam KCNH2, thallium flux FluxOr; active compounds read low;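 active = maximum activity change below -70%; inconclusive = maximum activity change between -70% and -50%; inactive = maximum activity change above -50%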; also: % is scaled to controls: 0 for no effect and ±100 for the full control effect
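U2OS cells transduced with wild-type KCNH2 virus are loaded with FluxOr dye for 45 min, and thallium flux is measured in kinetic reads before and after stimulation buffer. Rate constants are normalized to DMSO controls.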
MLL CXXC-DNA inh: inhibitors of human MLL CXXC domain-DNA interaction; Q03164; MLL-CXXC / FITC-HOXA9 DNA fluorescence polarization; Potency, µM (doses to about 115 µM), without a hit: at the highest dose activity change, negative = inhibition, usual class: inhibitors; 290,000 tested, 0.037% active; AID 2662; active = well fitted inhibition curve with a large enough effect in the polarisation, with a control signal flat, not every such curve was filed as active; inconclusive = small, poorly fitted or top-dose-only effect, or effect the other way, or a change in a side signal; inactive = no such curve, though single readings can be large or run the other way; the % refers to the polarisation; also: potency is read from the fitted curve at half-maximal effect
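Fluorescence polarization: 7 uM MLL-CXXC (stock) preincubated 5 min with compounds, then 50 nM fluorescein-HOX-A9 DNA (stock) added; 30 min ambient. Buffer 50 mM Tris-HCl pH 7.5, 50 mM NaCl, 1 mM DTT, 0.05% BSA.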
Giardia killer: Giardia lamblia killing. Giardia lamblia trophozoite viability. activity change, % at 7.66 µM, hits read low. 340,000 tested, 0.15% active. AID 540267; in the data active = activity change below about -80%; inconclusive = between about -30% and that limit;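 also: parasites exposed to compound for two days anaerobically before the ATP read; % is scaled to controls: 0 for no effect and ±100 for the full control effect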
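Giardia trophozoites, 100 cells per well, were exposed to compounds for 48 hrs at 37 deg C under anaerobic conditions; viability was then read as ATP content by bioluminescence after 15-30 min at room temperature.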
FBPA coupling cs: counter-screen for Giardia aldolase inhibitors: coupling enzyme system; coupling enzyme system counterscreen, AmpLite Red fluorescence; activity change, negative = inhibition, % at 58.2 µM, hits read low; 290,000 tested, 0.67% active; AID 2472; in the data active = activity change below about -30%; also: % is scaled to controls: 0 for no effect and ±100 for the full control effect
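Counterscreen of the coupled detection system alone, without aldolase: glyceraldehyde-3-phosphate coupling enzymes plus AmpLite Red readout. Compounds at 57.5 uM final, 10 min RT preincubation, 20 min RT reaction, fluorescence 525/598 nm.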
Chronic BCR inh: chronic active BCR signaling inhibition; ABC-DLBCL IkBa-CBG/CBR reporter, luminescence ratio, 4 h; Potency, µM (titrated, usually from 46.1 µM), inactives show at the top dose ratio change, negative = lower green/red ratio, hits mostly inhibitors; 340,000 tested, 0.05% active; AID 493014; active = well fitted inhibition curve with a large enough effect in the signal ratio, with a control signal flat, not every such curve was filed as active; inconclusive = small, poorly fitted or top-dose-only effect, or effect the other way, or a change in a side signal; the % refers to the signal ratio;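 also: potency is read from the fitted curve at half-maximal effect; plate controls were basal doxycycline-induced cells for no effect and cells given 10 µM MG132 for full effect; MG132 reads +100%, hits lower the ratio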
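TMD8 human ABC-DLBCL cells with doxycycline-inducible IκBα–green luciferase fusion and unfused red luciferase, in 0.5% FBS medium; compounds up to 46 uM, 4 h at 37C. Green/red luminescence ratio, filter-overlap corrected, fitted to concentration-response curves.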
GALK inhibitor: blocks human galactokinase activity; P51570; Purified GALK, Kinase-Glo residual ATP luminescence; Potency, µM (top dose mostly 57.5 µM), without a hit: at the highest dose activity change, negative = inhibition, most hits filed as inhibitors; 270,000 tested, 0.007% active; AID 1868; also: potency is read from the fitted curve at half-maximal effect; % is scaled to controls: 0 for no effect and ±100 for the full control effect
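Galactose (100 uM) and ATP (35 uM) were turned over by 5 nM GALK for 1 h at RT. Kinase-Glo Plus then converted the remaining ATP into a luminescent signal.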
TCR activator: T cell receptor activation. primary human leukocytes, anti-CD3, IL-2 HTRF, 48 h. Potency, µM (titrated, usually from 9.22 µM), inactives show top-dose activation of IL-2 secretion, usual class: activators. 330,000 tested, under 10 active; also: % of control where 0% means no effect
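Activity was scored as IL-2 release from primary human leukocytes given only a TCR signal (a-CD3 beads) plus compound for 48 hr. Detection used a two-antibody HTRF format read at 665nm.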
An asterisk follows results filed as active; u = inconclusive; x = not tested or not shown; [ ] = remark or other dose. Unless noted, calls follow the shape of the dose curve; as a rule, active = well fitted curve in the direction sought with a large enough effect; inconclusive = small, poorly fitted or top-dose-only effect, or another doubt; inactive = no such curve, though single readings can be large; an effect the other way counts as inactive or inconclusive.

molecule	AT treatment	TSHR antag	Tb PFK inh	KCNH2 WT inh	MLL CXXC-DNA inh	Giardia killer	FBPA coupling cs	Chronic BCR inh	GALK inhibitor	TCR activator
COc1ccc(C2=NN(C(=O)CCC(=O)O)C(c3ccc([N+](=O)[O-])cc3)C2)cc1 (stereo not drawn)	-7%	-15	3%	-2	-10%	-11	-2	8%	1%	7%
CC(C)CC(=O)NC(=S)Nc1ccc(S(=O)(=O)N2CCCC2)cc1	3%	-7	0%	-5	4%	13	-2	-8%	-1%	6%
Cc1ccc2[nH]c(=O)c(C(c3nnnn3CCc3ccccc3)N3CCOCC3)cc2c1 (stereo not drawn)	4%	16	0%	-37	0%	-16	1	0%	0%	14%
O=C(Nc1ccccc1)N1CCCN(c2c(Cl)cncc2Cl)CC1	-6%	2	-7%	-4	9%	-2	2	15%	x	-2%
CC(C)(C)NC(=O)Cn1nnc(-c2cccs2)n1	-2%	9	0%	-7	9%	21	2	2%	2%	4%
CSc1ccc(CCNC(=O)Cn2ncc3c([nH]c4ccccc43)c2=O)cc1	0%	25	1%	-2	54%[activator]	-14	-4	3%	-2%	1%
CN1OCC(S(=O)(=O)c2ccccc2)C1c1ccccc1 (stereo not drawn)	0%	5	-2%	-11	-5%	-19	-1	2%	11%	-4%
O=C1N/C(=C/c2cccs2)C(=O)N1Cc1ccc(F)cc1	3%	-9	4%	2	2%	1	1	u	-1%	-17%
CCCCC(=O)Nc1cccc(C(C)O)c1 (stereo not drawn)	0%	-4	-2%	x	-4%	x	-1	4%	3%	x
FC(F)(F)c1cc(C(F)(F)F)c2ccc(N/N=C/c3cccc(Cl)c3)nc2n1	2%	-22	-1%	x	24%	x	x	0%	0%	x
CN(Cc1ccccc1)S(=O)(=O)c1ccc(Cl)c(C(=O)NCc2cccnc2)c1	18%	-7	1%	3	x	-5	x	-18%	x	4%
COc1ccc(N2CCN(c3c(S(=O)(=O)c4ccccc4)cnc4ccc(OC)cc34)CC2)cc1	-9%	-6	-4%	9	7%	29	0	0%	-1%	-4%[46.1 µM]
Cc1ccc(NC(=S)N2CCC(c3ccc(C)cc3)C2)cc1 (stereo not drawn)	1%	-1	-12%	8	9%	-10	1	15%	-2%	-1%
Cc1cc(=O)[nH]c(N/N=C/c2ccc(OC(=O)c3cccnc3)cc2)n1	1%	-7	-3%	3	16%	-14	-1	-2%	-1%	-7%
CC1=CC2=NC(=O)/C(=C\c3cccn3CCOc3cccc(C)c3)C(=N)N2O1	2%	-15	12%	-2	13%	7	1	-1%	1%	3%[46.1 µM]
O=C(NCc1ccco1)c1cc(S(=O)(=O)N2CCCCC2)ccc1Cl	1%	-31	0%	4	x	-9	x	-1%	x	-8%
CC(C)c1ccc(NC2CCCN(C(=O)CCN3CCOCC3)C2)cc1 (stereo not drawn)	2%	7	1%	-8	1%	13	-1	-1%	0%	-3%
CC(=O)N1CCN(c2nc(-c3cccs3)nc3ccccc23)CC1	2%	22	-4%	-10	13%	1	5	u	-2%	-10%
CCOC(=O)c1c(C)oc2cc(Br)c(OC(=O)N3CCOCC3)cc12	4%	-6	25%	-3	-3%	12	6	6%	-3%	2%
O=C1C=C(c2ccc3[nH]ccc3c2)C[C@@H](c2ccc(F)cc2)C1	6%	1	5%	x	x	-11	x	u	x	8%
CCO/C=C1\C(=O)N(CC)c2ccccc21	0%	8	6%	7	-8%	-10	5	-12%	-2%	3%[46.1 µM]
CCOC(=O)/C(=N\Nc1ccc(OC)cc1)c1csc(Nc2ccccc2)n1	0%	8	1%	-1	4%	4	-9	23%	1%	x
Cc1ccc(P(C)(=O)c2ccc(C)cc2)cc1	x	-2	2%	0	-1%	12	1	3%	0%	-2%
COCCN(C(=O)CSc1nc2ccc(OC)cc2[nH]1)c1c(N)n(Cc2ccccc2)c(=O)[nH]c1=O	2%	16	-13%	29	x	10	x	2%	x	1%
N#CCCN(C(=O)CSc1nc2ccccc2c(=O)[nH]1)c1ccc(F)cc1	7%	-7	-4%	-7	x	-5	x	2%	x	3%
C[C@H](Nc1ccc(C(F)(F)F)cc1[N+](=O)[O-])C(=O)O	-18%	-3	2%	-9	-2%	-2	11	8%	-2%	-2%
CCCCNC(=O)N(O)C1N(/N=C/c2ccccc2OC)C(=S)SC1(C)C (stereo not drawn)	-20%	3	2%	-12	-2%	2	-1	u	1%	0%
Cc1cc(C)cc(-n2nnnc2SCC(=O)Nc2nc(-c3ccc(F)cc3)cs2)c1	0%	7	2%	6	23%	19	1	6%	4%	0%
C=CCNC(=S)NNC(=O)c1ccc([N+](=O)[O-])cc1	-1%	-1	-3%	-8	-2%	-14	-1	1%	0%	-5%
O=C(OC1CCN(c2ncc(C(F)(F)F)cc2Cl)CC1)c1ccccc1	8%	-2	-2%	-1	16%	13	0	3%	2%	6%
CCC(CC)C(=O)Nc1ccc(Cl)c(Cl)c1	8%	-4	-4%	-1	0%	-17	0	11%	0%	-2%
CCOC(=O)N1CCN(C(=O)C2CCCN(S(C)(=O)=O)C2)CC1 (stereo not drawn)	-15%	4	0%	-13	3%	-6	3	-1%	-2%	x
Cc1ccc(S(=O)(=O)N(C)C)cc1NC(=O)COC(=O)COc1ccc2c(c1)CCC2	1%	-1	-8%	12	x	-1	x	1%	x	7%
Cc1ccc(C(=O)COC(=O)CNC(=O)c2cccs2)cc1C	-1%	14	0%	1	-6%	-3	5	-13%	5%	-3%
O=C(/C=C/c1cccc([N+](=O)[O-])c1)N1CC[C@@]2(O)CCCC[C@H]2C1	-4%	-7	1%	-2	-11%	-7	2	1%	4%	8%
C=C(C)Cn1c(CCCNC(=O)CCC)nc2ccccc21	2%	-2	-11%	2	14%	-23	2	0%	-5%	3%
O=C(OCC(=O)C12CC3CC(CC(C3)C1)C2)c1ccc(O)cc1O	16%	-3	0%	1	x	-7	x	u	x	16%
COc1cc(C(=O)N2CCN(c3ccccc3F)CC2)ccc1OCC(=O)N1CCOCC1	-9%	-7	0%	-1	x	7	x	-3%	x	9%
Cc1cnc(=O)[nH]c1SCc1cccc([N+](=O)[O-])c1	7%	43	-5%	x	14%	u	-1	u	6%	8%
Cc1ccnc(Nc2nc3ccccc3s2)n1	-4%	-16	-20%	-3	-2%	11	-3	9%	2%	1%
Nn1cnnc1N/N=C\c1ccc(-c2ccccc2[N+](=O)[O-])o1	4%	14	-3%	-5	13%	-10	-49*	-9%	0%	1%[46.1 µM]
Cc1ccc(CSCC(=O)Nc2ccccc2F)cc1	1%	-15	1%	0	21%	3	5	0%	11%	-3%
C=CCn1c(Cc2cccc3ccccc23)n[nH]c1=S	3%	-7	-4%	1	1%	1	-1	u	1%	-3%[46.1 µM]
COc1ccc(S(=O)(=O)N2CCN(CC(=O)N3CCOCC3)CC2)cc1OC	12%	34	0%	-4	x	2	x	-1%	x	0%[46.1 µM]
COc1ccc(C(O)(C2CCCCC2)C(CN2CCOCC2)c2ccccc2)cc1 (stereo not drawn)	-7%	0	4%	1	10%	-20	-4	7%	0%	-1%
COCCNC(=O)C(c1ccco1)N(C(=O)Cn1nnc2ccccc21)c1cccc(C)c1C (stereo not drawn)	12%	0	-11%	-7	9%	4	-3	u	0%	7%
COc1ccc(CN(CC(=O)NCC2CCCO2)C(=O)CNS(=O)(=O)c2ccccc2)cc1 (stereo not drawn)	-3%	-1	1%	20	14%	-11	0	-2%	-2%	4%
COc1ccc(CCNC(=O)CCc2ccc(S(=O)(=O)NCC(C)C)cc2)cc1OC	10%	-4	5%	-9	-4%	3	1	-9%	-2%	7%
Cc1ccc(OCC(=O)NNC(=O)c2ccoc2C)c(Br)c1	x	11	0%	-3	-5%	13	1	4%	0%	1%[46.1 µM]
COCCN(C(=O)COC(=O)COc1ccc2c(c1)CCC2)c1c(N)n(Cc2ccccc2)c(=O)[nH]c1=O	x	3	5%	-6	x	-1	x	5%	x	x

More entries follow:
molecule	AT treatment	TSHR antag	Tb PFK inh	KCNH2 WT inh	MLL CXXC-DNA inh	Giardia killer	FBPA coupling cs	Chronic BCR inh	GALK inhibitor	TCR activator
CCCc1nc(-c2cc3cc(C)ccc3[nH]c2=O)no1	4%	8	-3%	-16	-31%	32[activator]	-1	6%	2%	6%
O=C(N/N=C/c1ccccc1F)c1ccc(COc2ccccc2Cl)o1	9%	-11	1%	1	2%	35[activator]	-6	u	-2%	-5%[46.1 µM]
O=C(CCNC(=O)c1ccccc1)Nc1cccnc1	0%	7	-9%	16	-1%	-17	0	-1%	1%	0%
O=C(c1ccccc1)c1ccc(C(=O)N2CCN(c3ccccc3Cl)CC2)cc1	-1%	18	0%	-8	x	0	x	0%	x	3%
CN(C)Cc1cc(O)c(CN(C)C)cc1O	5%	9	u	5	6%	10	-32*	-6%	x	-1%
